GAA850 FXN act = FXN promoter activators, primary screen, cell-based, luciferase luminescence, HEK293 lucGAA850; HEK293 lucGAA850 FXN promoter luciferase reporter, 24 h; percent of 10 µM SAHA response; activation, % at 6 µM; 360,000 tested, 0.56% active;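 active = activation above the average of all compounds screened plus 3 SD, cutoff fixed separately per campaign, cut at about 7.5% in these data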;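 also: 0% = DMSO wells and 100% = 10 µM SAHA wells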
hcDAF-12 act = H. contortus DAF-12 nuclear receptor activators, primary screen, cell-based, luminescence, HEK293, lit1-tk-luc reporter; activation, % at 6.8 µM; HEK293 hcDAF-12 lit1-tk-luc reporter; 0% DMSO, 100% Δ7-dafachronic acid; AID 652067, 2013; 370,000 tested, 1.4% active;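 active = activation above the mean of all tested compounds plus 3 SD, cut at about 5.5% in these data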;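 also: 100% = response to 3 µM Δ7-dafachronic acid high control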
PLC-beta3 inh = human PLC-beta3 inhibitors, primary screen, biochemical, fluorescence; 1-phosphatidylinositol 4,5-bisphosphate phosphodiesterase beta-3 (Homo sapiens), Q01970; Purified PLC-beta3, fluorogenic substrate; inhibition, % at 12.2 µM; 370,000 tested, 0.18% active; AID 720704, 2013; in the data active = inhibition above about 11%;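 also: 0% = median of compound wells on plate and 100% = full blocker control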
hgDAF-12 ag = H. glycines DAF-12 receptor agonists, primary screen, cell-based, luminescence, HEK293, GAL4 fusion, UAS-luciferase. activation, % at 6.8 µM. HEK293 GAL4-hgDAF12 UAS-luciferase reporter, agonist luminescence; normalized to butyrate control. 370,000 tested, 1.8% active;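 active = activation above a cutoff set at the mean of all screened compounds plus 3 SD, cut at about 10% in these data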;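 also: 0% = DMSO wells and 100% = sodium butyrate wells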
sPLA2-III inh = human group III sPLA2 inhibitors, primary screen, biochemical, QFRET, BODIPY PC-A2 liposome substrate; Group 3 secretory phospholipase A2 (Homo sapiens), Q9NZ20; QFRET BODIPY PC-A2 liposome hydrolysis, fluorescence; inhibition, % at 12.2 µM; 370,000 tested, 0.56% active; AID 743126, 2013;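 active = inhibition above mean plus 3 SD of compounds lying within the high and low control bounds, cut at about 19% in these data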;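 also: 0% = median of test compound wells and 100% = no enzyme DMSO wells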
PLC-gamma1 inh = PLC-gamma1 enzyme inhibitors, primary screen, biochemical, fluorescence, purified enzyme | fluorogenic substrate | inhibition, % at 12.2 µM | 370,000 tested, 0.84% active | AID 720700, 2013; in the data active = inhibition above about 9.5%
ADAM17 inh = ADAM17 inhibitors, primary screen, biochemical, QFRET; Disintegrin and metalloproteinase domain-containing protein 17 (Homo sapiens), P78536; recombinant ADAM17, EDANS/DABCYL FRET peptide cleavage; inhibition, % at 6.95 µM; 370,000 tested, 0.83% active; AID 720648, 2013;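 active = inhibition above the mean of compounds lying between control limits plus 3 SD, set per campaign, cut at about 8.5% in these data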;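 also: 0% = DMSO-only wells as the low control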
Target sequence (P78536 215-824 limits assumed): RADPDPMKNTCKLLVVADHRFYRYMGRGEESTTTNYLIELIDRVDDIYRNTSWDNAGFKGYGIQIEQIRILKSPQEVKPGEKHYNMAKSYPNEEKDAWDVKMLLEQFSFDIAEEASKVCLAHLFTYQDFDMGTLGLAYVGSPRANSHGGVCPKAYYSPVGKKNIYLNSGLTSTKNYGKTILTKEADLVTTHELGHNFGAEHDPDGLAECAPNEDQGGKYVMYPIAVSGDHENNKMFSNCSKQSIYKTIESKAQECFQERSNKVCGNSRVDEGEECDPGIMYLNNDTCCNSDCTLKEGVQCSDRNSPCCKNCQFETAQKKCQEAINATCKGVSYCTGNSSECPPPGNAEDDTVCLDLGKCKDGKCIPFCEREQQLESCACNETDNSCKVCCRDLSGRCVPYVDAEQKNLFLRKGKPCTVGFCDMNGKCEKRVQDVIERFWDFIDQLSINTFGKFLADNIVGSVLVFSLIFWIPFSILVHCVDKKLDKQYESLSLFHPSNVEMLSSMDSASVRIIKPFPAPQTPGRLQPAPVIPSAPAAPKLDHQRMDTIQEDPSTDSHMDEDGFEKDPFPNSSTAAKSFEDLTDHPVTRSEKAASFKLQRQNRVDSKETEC
DAX1 inh-1 = DAX1 (NR0B1) inhibitors, primary screen, cell-based, HEK293, Gal4-DAX1, luciferase luminescence; Nuclear receptor subfamily 0 group B member 1 (Homo sapiens), P51843; HEK293 Gal4-DAX1 luciferase reporter; inhibition, % at 6.75 µM; 340,000 tested, 0.99% active; AID 504766, 2011;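 active = inhibition above the mean over all tested compounds plus 3 SD, cut at about 4.2% in these data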;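 also: 0% = DAX1-transfected cells with DMSO and 100% = empty-vector control cells with DMSO; inhibition shows as a rise in luminescence from relieved DAX1 repression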
Target sequence (P51843 207-470 limits assumed): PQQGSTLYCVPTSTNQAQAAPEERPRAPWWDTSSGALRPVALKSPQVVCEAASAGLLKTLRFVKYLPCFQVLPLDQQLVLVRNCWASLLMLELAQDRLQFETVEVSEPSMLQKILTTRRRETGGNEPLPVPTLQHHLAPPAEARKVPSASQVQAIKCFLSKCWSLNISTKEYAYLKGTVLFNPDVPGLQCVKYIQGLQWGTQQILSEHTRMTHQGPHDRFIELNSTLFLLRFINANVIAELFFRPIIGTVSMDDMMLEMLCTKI
ssDAF-12 act = S. stercoralis DAF-12 nuclear receptor activators, primary screen, cell-based, luminescence, HEK293, GRIP1 co-expression, lit1-tk-luc | Nuclear hormone receptor DAF-12 (Strongyloides stercoralis) | HEK293 ssDAF-12/GRIP1 lit1-tk-luc reporter; % of 3 µM dafachronic acid response | activation, % at 6.8 µM | 370,000 tested, 1% active;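 active = activation above the mean over all tested compounds plus 3 SD, cut at about 0.9% in these data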;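 also: 0% = DMSO-only wells and 100% = 3 µM delta7-dafachronic acid wells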
ADAM10 inh = human ADAM10 inhibitors, primary screen, biochemical, QFRET, HTS; Disintegrin and metalloproteinase domain-containing protein 10 (Homo sapiens), O14672; recombinant ADAM10, EDANS/DABCYL FRET peptide cleavage, 3 h; inhibition, % at 7 µM; 370,000 tested, 0.62% active; AID 720582, 2013;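 active = inhibition above a per-campaign cutoff equal to the mean of compounds falling between control-based bounds plus 3 SD, cut at about 20% in these data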;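 also: 0% = DMSO wells while the 100% control is not disclosed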
DAX1 inh-2 = DAX1 (NR0B1) inhibitors on StAR promoter, primary screen, cell-based, luminescence, SF-1 (NR5A1), full-length DAX-1. HEK293T StAR-luciferase reporter, SF-1/DAX-1 repression relief. inhibition, % at 6.8 µM. 370,000 tested, 1.1% active. AID 652010, 2013;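 active = inhibition above the mean over all tested compounds plus 3 SD, cut at about 3.6% in these data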;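 also: 0% = DAX-1 cells with DMSO and 100% = cells lacking DAX-1 with DMSO; higher inhibition means more luminescence from relief of DAX-1 repression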
* marks the source's active call; other numbers are inactive results; i = inactive; · = no result given.

Results follow in this order: ssDAF-12 act	ADAM17 inh	PLC-beta3 inh	sPLA2-III inh	ADAM10 inh	GAA850 FXN act	DAX1 inh-1	hcDAF-12 act	PLC-gamma1 inh	hgDAF-12 ag	DAX1 inh-2
CCN(CC(=O)Nc1ccccc1C(F)(F)F)C(=O)CCc1nc2sc3c(c2c(=O)[nH]1)CCCC3
  -0.1	-4	-17	1	-12	1.7	0.7	0.1	-5	2.4	0.1
CN(C(=O)CSc1nnc(-c2cccnc2)o1)C1CCCCC1
  -0.4	-1	-1	-2	-4	1.9	0.5	0.1	1	-0.6	0.5
O=C(Nc1oc2ccccc2c(=O)c1-c1ccc(Cl)cc1)c1ccco1
  -1.4	5	-22	-2	4	1.1	0.1	2.4	-9	0.3	-0.1
COc1ccc(NC(=O)c2nc(C)n(-c3ccc([N+](=O)[O-])cc3)n2)cc1
  -0.9	0	2	0	2	1.2	0.7	-0.3	4	-0.9	0.3
CCC(=O)N1N=C(c2cccs2)CC1c1ccc(OC)cc1 (centres undefined)
  -1.8	-6	-32	-3	-22	1.9	-0.2	-0.3	-22	0.8	-0.4
CCCCNC(=O)CSc1nc2ccc(NC(=O)CSc3nnc(COc4ccccc4C)n3C)cc2s1
  -0.7	-3	3	0	-3	-3.6	0.7	-1.3	-2	2.6	-0.7
Cc1ccc(-n2ncc(C(=O)NC3CC3)c2C2CCN(C(=O)OC(C)(C)C)CC2)cc1
  -0.7	2	-7	-2	1	-1.7	0.7	0.2	0	-1.1	0.3
COc1cccc(CN2C(=O)NC3(CCCCCC3)C2=O)c1
  -1.0	-3	-10	5	2	0.2	1.8	1.2	0	-0.6	0.2
CC(C)OCCCNC(=O)C1CC(=O)N(C2CCCCCCC2)C1 (centres undefined)
  -1.3	0	1	-3	2	-2.9	1.5	0.4	0	1.9	-0.1
COc1cc2[nH]c(=O)n(CCC(=O)NCc3cccnc3)c(=O)c2cc1OC
  -0.8	-13	-5	7	-34	4.1	-1.1	-1.4	-1	3.6	-0.2
O=C(NCc1ccco1)c1cc(-c2ccc(F)cc2)on1
  -0.9	-3	-1	-2	1	6.9	2.3	1.8	-4	17*	1.7
O=C(CSc1nc2cc(Cl)ccc2o1)NCCc1ccccc1
  -1.3	-2	-5	-9	1	1.1	-0.3	-2.0	3	-1.1	-0.2
CC1CCCCN1S(=O)(=O)c1cn(C)c(=O)n(C)c1=O (centres undefined)
  -1.7	-4	2	-4	-2	-0.3	0.7	0.5	-1	4.6	-0.2
Cc1ccccc1-c1nc2c(s1)CCc1onc(-c3cccc([N+](=O)[O-])c3)c1-2
  -1.6	-2	-1	4	5	0.2	1.7	0.3	-1	0.9	0.0
O=C(Cc1cccc2ccccc12)N1CCN(c2ncccn2)CC1
  -0.8	2	3	4	6	-1.4	0.3	-1.5	0	-2.1	0.4
O=[N+]([O-])c1ccc(-c2csc(N/N=C/c3cccnc3)n2)cc1
  -2.2	-1	-4	4	-8	0.7	-2.0	-1.3	2	1.2	-0.2
O=S(=O)(c1ccc(NC(=S)Nc2ccc3c(c2)OCO3)cc1)N1CCOCC1
  -0.3	-4	-7	3	-9	0.9	-0.1	-0.7	-7	3.5	0.2
O=C(NC(C(=O)c1ccccc1)N1CCOCC1)c1cccs1 (centres undefined)
  -0.4	-6	-1	4	9	1.5	1.5	-0.8	2	3.4	0.6
Cc1ccc(-c2noc(COC(=O)c3ccco3)n2)cc1
  -1.1	0	-2	-4	1	1.2	0.7	0.3	2	0.6	-0.4
C/C(=N/NC(=O)CNC(=O)c1cccnc1)c1ccco1
  -0.3	0	-3	0	-1	-1.9	1.7	-0.8	2	1.0	0.5
C[C@@H]1CN([C@@H](C)CO)C(=O)CCCn2nncc2CO[C@H]1CN(C)S(=O)(=O)c1ccccc1F
  -0.3	-1	4	2	-15	-0.1	1.6	1.8	-2	2.0	0.8
CCc1nc(CNC(=O)c2cc(OC)c(OC)c(OC)c2)no1
  -0.7	-2	0	-1	-2	0.9	-0.1	-1.4	1	-1.2	0.2
COc1ccc(C(=O)O)cc1S(=O)(=O)NCCCN1CCCC1=O
  -1.1	-4	-3	6	1	-1.0	0.2	4.2	5	0.8	0.0
CCOC(=O)/C=C1\SCC(=O)N1CC(=O)NCCc1ccc(F)cc1
  -0.9	-2	-6	-6	3	1.3	-0.4	1.7	-2	-1.3	-0.2
N#Cc1cc2c(nc1SCc1cccc(Cl)c1)CCCCC2
  -0.3	-2	-1	-1	-2	1.2	-0.7	-1.6	0	-0.1	-0.6
O=C1C(Cl)=C(N2CCN(Cc3ccccc3)CC2)C(=O)N1Cc1ccccc1
  -0.7	-2	-15	-2	-2	-2.3	-0.6	-2.9	-13	0.4	-1.2
C[C@@H]1CCN(C2CC2)S(=O)(=O)c2ccc(N3CCC[C@H]3C)cc2O1
  -0.3	-5	-1	2	-6	·	·	-0.7	-4	-0.1	-0.6
Brc1ccccc1/C=N/Nc1ccccn1
  -0.3	-6	-8	2	-6	5.7	1.1	4.1	-1	8.8	-0.4
COc1ccc2c(c1)N[C@@](CCNC=O)(c1[nH]c3ccccc3c1CCNC=O)C2=O
  -0.7	-7	-24	11	-18	·	·	3.8	-17	-2.3	·
CCCCC[C@H]1CCCCC[C@@H](O)C[C@H](O)[C@H](O)/C=C/C(=O)O1
  -0.5	-4	1	4	-9	·	·	-0.5	-2	-4.8	-4.4

Sorted by value in PLC-beta3 inh (falling): some entries from above
smiles | PLC-beta3 inh
C[C@@H]1CN([C@@H](C)CO)C(=O)CCCn2nncc2CO[C@H]1CN(C)S(=O)(=O)c1ccccc1F | 4
CCOC(=O)/C=C1\SCC(=O)N1CC(=O)NCCc1ccc(F)cc1 | -6
O=C(Nc1oc2ccccc2c(=O)c1-c1ccc(Cl)cc1)c1ccco1 | -22

Next part.
Results follow in this order: ssDAF-12 act	ADAM17 inh	PLC-beta3 inh	sPLA2-III inh	ADAM10 inh	GAA850 FXN act	DAX1 inh-1	hcDAF-12 act	PLC-gamma1 inh	hgDAF-12 ag	DAX1 inh-2
COc1cc2[nH]c(=O)c(C(=O)NCc3ccc(F)cc3)c(O)c2cc1OC
  -1.4	0	-7	18	-10	2.4	0.9	-0.1	0	-0.9	0.1
Cn1c(NCc2ccc3occc3c2)nc2cc(-c3cccc(C(F)(F)F)c3)sc2c1=O
  -1.0	3	0	-2	-3	0.1	·	0.6	1	0.0	-0.2
O=C(Nc1ccc(Cl)cc1C(=O)NCCN1CCOCC1)c1ccco1
  -1.0	-2	-2	-4	-1	0.1	1.1	-0.7	-4	6.0	-0.8
CCn1nccc1C(=O)Nc1ccc(Cl)cc1Cl
  0.3	-1	2	0	2	3.7	1.0	-0.9	-2	3.9	0.4
C[C@@H]1CN([C@@H](C)CO)C(=O)c2cccc(NS(C)(=O)=O)c2O[C@H]1CN(C)C(=O)Nc1ccc(F)cc1
  -1.1	-3	-1	-1	-5	-0.3	-0.9	-1.3	1	-0.9	-0.2
CCCCCCC[C@@H](C/C=C/CCC(=O)N(C)C/C(=C/Cl)C/C(=C\C(=O)N1C[C@H](O)CC1=O)OC)OC
  -1.5	4	1	-21	11	0.0	-1.4	-1.7	-1	-4.1	-2.3
CCN(CC(=O)Nc1c(F)cccc1F)C(=O)CNC(=O)c1ccc(C)s1
  -0.6	1	-3	10	8	-0.3	0.1	1.0	2	0.3	0.7
O=C1CC(c2ccco2)c2ccc3ccccc3c2N1 (centres undefined)
  -0.6	-5	-4	7	-5	1.8	-0.7	1.4	0	-0.1	-0.8
COc1ccc(CN(C)C(=O)c2ccncc2)c(OC)c1
  -1.4	2	-5	-3	-6	0.9	0.3	2.2	2	-1.7	-1.5
O=C(NN1C(=O)C2C3C=CC(C4CC34)C2C1=O)c1ccc(Br)cc1 (centres undefined)
  -1.3	0	-3	0	6	-0.5	-0.4	0.8	3	0.8	-0.3
CC(=O)c1ccc(NC(=O)Nc2ccncc2)cc1
  -1.4	1	1	-8	1	2.5	-1.6	-0.8	1	6.9	-0.2
Cc1ccc(Cn2c(CCNc3nc(-c4ccc(C)cc4)cs3)nc3cc(C(=O)NCCCO)ccc32)cc1
  -1.0	-1	-6	-5	-7	1.3	-1.6	-0.3	-6	-1.3	-0.4
COC(=O)c1cccc(NC(=O)/C(=C\c2ccco2)NC(=O)c2ccco2)c1
  -0.9	-2	-20	0	-9	-0.8	-0.9	-0.5	-20	2.1	-0.5
CCc1nc2c(OCc3ccc(C(F)(F)F)cc3)cccn2c1N(C)C(=O)c1ccncc1
  -1.3	-1	3	0	2	-1.9	·	1.2	1	-4.0	-1.3
CC(C)c1ccc(NC(=S)Nc2ccc3cn[nH]c3c2)cc1
  -0.9	-9	-11	5	-28	-1.2	0.4	1.7	-3	3.6	-0.1
CC(=O)OC1CCC2(C)C(COc3ccc4ccc(=O)oc4c3)C(C)(O)CCC2C1(C)C (centres undefined)
  -1.0	-265	-86	-14	i	12*	0.3	-2.5	-79	-2.8	-0.1
CCOC(=O)c1cccc(NC(=O)C(NS(=O)(=O)c2ccc3c(c2)CCN3C(C)=O)C(C)C)c1 (centres undefined)
  -0.1	-2	-3	2	-10	-0.9	2.2	1.6	-2	2.1	1.9
CN(C)C(CNC(=O)c1ccccc1C(F)(F)F)c1ccco1 (centres undefined)
  -0.8	-8	-9	6	-2	1.9	0.5	0.8	-5	-0.9	-0.4
Cc1cc(C)cc(NC(=O)CN2CCC(NC(=O)c3ccccc3F)CC2)c1
  -0.8	-1	-1	-2	3	2.0	0.8	-0.6	5	-0.4	-0.3
O=C(CCN1C(=O)COc2ccccc21)NCc1cccnc1
  -1.6	-2	0	-3	3	1.2	3.0	-0.8	0	-0.4	-0.1
CCOC(=O)CCCNC(=O)CSc1nnc(-c2ccccc2)c(-c2ccccc2)n1
  -1.1	1	-4	-5	4	-0.1	-0.1	-1.8	1	3.4	-0.5
N#C/C(=C(/O)COc1ccccc1)c1nnc2n1CCCCC2
  -1.1	-1	-3	0	7	-0.5	0.9	-1.8	0	-0.7	-0.1
CCOc1ccc(/C(O)=C2/C(=O)C(=O)N(CCCN3CCOCC3)C2c2ccc(F)cc2)cc1C (centres undefined)
  -1.0	0	-7	-5	-1	-1.4	1.1	0.0	0	-2.3	0.3

Source: PubChem BioAssay
